# Source: PubChem BioAssay (several laboratories)
# BCLXL inh – Bcl-xL (human) inhibition; Q07817; inhibition, % at 10.9 µM; AID 2129; GST-Bcl-xL / FITC-Bim BH3 peptide fluorescence polarization; actives 0.7% (n = 320,000);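 active = inhibition above the mean of all tested compounds plus 3 SD, cutoff set per campaign, cut at about 30% in these data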;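 note: 0% = DMSO wells and 100% = unlabeled Bim-BH3 peptide competitor; inhibitors lower millipolarization by displacing the labeled peptide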
# pPAFAH FP inh – pPAFAH (human) enzyme inhibition; Q13093; recombinant pPAFAH, FP-rhodamine probe fluorescence polarization; inhibition, % at 3.39 µM; actives 1.5% (n = 330,000); AID 463082;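 active = inhibition above the mean inhibition across the screen plus 3 SD, cut at about 25% in these data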;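 note: inhibitors block binding of the rhodamine activity-based probe so polarization drops; 0% = enzyme with DMSO and 100% = wells lacking pPAFAH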
# MEX-5 binding – C. elegans MEX-5 TCR-2 RNA binding activity; MEX-5/FITC-TCR2 RNA binding, fluorescence polarization; stronger effect = lower value; AID 1832; Q9XUB2; activity score (negative = inhibition of binding), % at 10 µM; actives 0.38% (n = 300,000);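 active = inhibition past about -25% in most replicates, and total fluorescence under double the plate's negative control median, limit read from the data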;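 note: 0% = DMSO and -100% = 5 µM competing unlabeled TCR2 RNA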
# MCL1-BIM inh – disrupts human MCL1 binding to BIM-BH3 peptide | actives 0.68% (n = 320,000) | inhibition, % at 10.9 µM | GST-MCL1 / FITC-Bim-BH3 fluorescence polarization | Q07820;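 active = inhibition above the mean inhibition of all tested compounds plus 3 SD, set per campaign, cut at about 40% in these data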;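 note: 0% = DMSO wells and 100% = unlabeled Bim-BH3 peptide control; higher means more loss of mP so more displacement of Bim peptide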
# Target sequence (Q07820 whole entry, looked up): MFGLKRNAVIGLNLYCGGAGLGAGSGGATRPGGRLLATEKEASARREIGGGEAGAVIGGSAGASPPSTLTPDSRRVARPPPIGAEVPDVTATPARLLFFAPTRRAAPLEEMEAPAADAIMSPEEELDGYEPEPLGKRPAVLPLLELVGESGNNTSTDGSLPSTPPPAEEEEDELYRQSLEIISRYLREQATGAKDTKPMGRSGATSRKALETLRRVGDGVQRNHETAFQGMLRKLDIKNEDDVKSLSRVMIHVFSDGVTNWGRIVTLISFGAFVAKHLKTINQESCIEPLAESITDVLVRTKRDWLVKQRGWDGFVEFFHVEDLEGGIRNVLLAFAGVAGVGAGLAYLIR
# Fam108B counter – blocks mouse Fam108B hydrolase in RBBP9 counter-screen; recombinant Fam108B, FP-Rh probe fluorescence polarization; actives 0.33% (n = 300,000); AID 1947; inhibition, % at 9.51 µM;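 active = inhibition above the screen mean inhibition plus 3 SD, computed separately per campaign, cut at about 18% in these data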;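 note: inhibitors lower polarization as less probe binds the enzyme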
# GLD-1 RNA inh – GLD-1-TGE RNA interaction inhibition (C. elegans); Q17339; purified GLD-1 + fluorescein TGE RNA, fluorescence polarization; inhibition, % at 5.96 µM; actives 0.44% (n = 320,000); AID 2280;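 active = percent inhibition above a per-plate cutoff, the plate mean of test compounds plus 3 SD, cut at about 30% in these data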;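 note: 0% = DMSO wells with GLD-1 and probe and 100% = wells lacking GLD-1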
# Target sequence (Q17339 whole entry, looked up): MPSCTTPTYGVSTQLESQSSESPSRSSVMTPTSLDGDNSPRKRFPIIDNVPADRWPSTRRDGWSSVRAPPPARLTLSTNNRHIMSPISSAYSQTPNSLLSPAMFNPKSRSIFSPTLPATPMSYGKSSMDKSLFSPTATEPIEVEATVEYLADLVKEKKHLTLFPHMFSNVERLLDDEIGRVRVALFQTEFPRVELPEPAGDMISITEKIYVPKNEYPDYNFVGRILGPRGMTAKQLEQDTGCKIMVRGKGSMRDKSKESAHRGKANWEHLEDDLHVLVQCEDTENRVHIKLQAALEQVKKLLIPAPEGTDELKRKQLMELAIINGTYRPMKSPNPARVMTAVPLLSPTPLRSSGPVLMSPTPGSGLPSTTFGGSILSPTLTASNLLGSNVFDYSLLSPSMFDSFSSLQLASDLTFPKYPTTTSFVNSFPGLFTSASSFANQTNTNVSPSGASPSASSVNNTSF
# PAFAH1B2 inh – inhibitors of human PAFAH1B2; actives 1.2% (n = 340,000); P68402; AID 492953; recombinant PAFAH1B2, FP-rhodamine activity probe, fluorescence polarization; inhibition, % at 3.39 µM;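 active = inhibition above the mean of all tested compounds plus 3 SD, cut at about 24% in these data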;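 note: 0% = enzyme with DMSO and 100% = wells lacking PAFAH1B2; many of its hits are not listed in these tables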
# Target sequence (P68402 whole entry, looked up): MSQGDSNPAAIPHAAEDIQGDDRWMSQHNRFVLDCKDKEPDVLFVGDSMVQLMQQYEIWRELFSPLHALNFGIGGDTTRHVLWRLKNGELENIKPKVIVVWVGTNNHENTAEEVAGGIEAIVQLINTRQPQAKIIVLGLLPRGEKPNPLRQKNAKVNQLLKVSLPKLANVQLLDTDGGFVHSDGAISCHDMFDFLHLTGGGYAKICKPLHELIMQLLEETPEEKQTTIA
# AHR act – human AHR activation | actives 2.5% (n = 320,000) | P35869 | activation, % at 5 µM | AID 2796 | AHR-responsive luciferase reporter cells, luminescence; in the data active = activation above about 47%;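 note: 0% = vehicle wells and 100% = reference agonist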
# PME-1 primary – PME-1 (human) inhibition. Q9Y570. inhibition, % at 5.9 µM. recombinant PME-1, FP-Rh probe fluorescence polarization. actives 0.53% (n = 320,000);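 active = inhibition above the campaign mean of all compounds plus 3 SD, cut at about 26% in these data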;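 note: competitive labeling of PME-1 active site by serine hydrolase directed probe; 0% = PME-1 with DMSO and 100% = wells lacking PME-1 enzyme; inhibitors block probe labeling so polarization falls and inhibition rises; many of its hits are not listed in these tables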
# The depositor's hits bear a star; x = no result given. An excerpt (hit frequency here may not be typical).
SMILES,BCLXL inh,pPAFAH FP inh,MEX-5 binding,MCL1-BIM inh,Fam108B counter,GLD-1 RNA inh,PAFAH1B2 inh,AHR act,PME-1 primary
CCOc1ccc(C2=Nn3c(nnc3-c3ccccc3OC)SC2)cc1,5.8,0.3,1.7,-3.2,1.3,9.5,5.3,41.7,-0.5
Cc1ccc(-n2nnnc2SC(C)C(=O)NCC(=O)Nc2ccc(F)c(F)c2F)c(C)c1 (configuration not stated),-1.1,2.0,3.1,1.1,3.3,10.7,0.4,0.1,6.5
COc1cccc(NC(=O)N2CCC(C(N)=O)(N3CCCCC3)CC2)c1,1.0,6.5,0.6,1.7,-0.9,3.6,-1.2,0.0,-3.2
CC1CCCCC1NC(=O)CSc1nnc(-c2ccncc2)n1CCCN(C)C (configuration not stated),-0.8,1.4,-0.8,-0.2,-0.5,-4.9,4.7,0.3,-9.3
O=C(NCCCN1CCOCC1)c1c(-c2ccccc2)sc2ccccc12,x,4.9,x,x,x,3.3,1.2,0.2,x
COc1ccc(NS(=O)(=O)c2cc(NC(=O)/C=C/c3cc(OC)c(OC)c(OC)c3)ccc2N2CCCCC2)cc1,2.4,-19.2,1.9,4.4,-29.9,3.0,-24.1,4.8,-48.2
CCCCCn1c(=O)[nH]c2cc(C(=O)NCCN3CCOCC3)ccc2c1=O,2.6,3.5,x,-4.7,2.0,0.3,0.8,1.0,-1.7
c1ccc(COCCN2CCN(CCOCc3ccccc3)CC2)cc1,4.0,2.4,0.8,8.2,1.1,0.1,2.0,2.5,-3.9
OCCNC1=NCCN1,-14.5,4.2,-0.6,-23.6,-0.4,5.4,-0.8,1.5,1.4
N=C1C(=O)OCC1c1cc(Cl)ccc1NC(=O)Nc1ccccc1 (configuration not stated),4.9,-5.6,0.1,1.5,-1.4,-5.5,6.7,17.8,-3.2
COc1cccc(CN(C)C(=O)c2cccc(OCc3ccccc3)c2)c1,2.2,6.8,3.2,-0.9,-1.0,-0.4,9.3,7.1,9.4
CC(=O)c1ccc(N2CCN(C(=O)c3ccc(NC(=O)C4CCCO4)cc3)CC2)cc1 (configuration not stated),2.1,-1.2,-0.1,6.2,-1.7,-1.4,7.4,2.1,-4.3
CCc1nn(CC(=O)NCCCN2CCOCC2)c(=O)c2cc3sccc3n12,-2.1,3.8,1.4,1.6,-0.5,6.2,-6.3,-0.5,1.8
COc1ccccc1NC(=O)c1cc2ccccc2o/c1=N\O,-38.7,0.0,-0.8,-24.5,-5.7,1.8,2.7,67.3*,-2.7
C/C(=C\c1ccccc1)C1Nc2cccc3cccc(c23)N1,25.4,12.2,x,40.6*,x,10.8,x,35.5,9.8

# 2 entries from above, with bars between the fields:
compound | BCLXL inh | pPAFAH FP inh | MEX-5 binding | MCL1-BIM inh | Fam108B counter | GLD-1 RNA inh | PAFAH1B2 inh | AHR act | PME-1 primary
COc1cccc(NC(=O)N2CCC(C(N)=O)(N3CCCCC3)CC2)c1 | 1.0 | 6.5 | 0.6 | 1.7 | -0.9 | 3.6 | -1.2 | 0.0 | -3.2
CC(=O)c1ccc(N2CCN(C(=O)c3ccc(NC(=O)C4CCCO4)cc3)CC2)cc1 (configuration not stated) | 2.1 | -1.2 | -0.1 | 6.2 | -1.7 | -1.4 | 7.4 | 2.1 | -4.3

# The main list resumes, starting 4 compounds before the break.
SMILES,BCLXL inh,pPAFAH FP inh,MEX-5 binding,MCL1-BIM inh,Fam108B counter,GLD-1 RNA inh,PAFAH1B2 inh,AHR act,PME-1 primary
CC(=O)c1ccc(N2CCN(C(=O)c3ccc(NC(=O)C4CCCO4)cc3)CC2)cc1 (configuration not stated),2.1,-1.2,-0.1,6.2,-1.7,-1.4,7.4,2.1,-4.3
CCc1nn(CC(=O)NCCCN2CCOCC2)c(=O)c2cc3sccc3n12,-2.1,3.8,1.4,1.6,-0.5,6.2,-6.3,-0.5,1.8
COc1ccccc1NC(=O)c1cc2ccccc2o/c1=N\O,-38.7,0.0,-0.8,-24.5,-5.7,1.8,2.7,67.3*,-2.7
C/C(=C\c1ccccc1)C1Nc2cccc3cccc(c23)N1,25.4,12.2,x,40.6*,x,10.8,x,35.5,9.8
O=C(CSc1nnc(-c2ccncc2)n1CC1CCCO1)Nc1nccs1 (configuration not stated),-2.0,-0.8,1.3,2.2,0.7,47.1*,7.0,0.2,-2.1
CCOc1ccccc1OCCCC(=O)Nc1ccc(OC)nc1,8.1,3.4,-1.3,6.0,1.4,6.1,6.9,0.8,-1.7
CCNc1nc(NCc2ccccc2)nc(SCC(=O)Nc2ccccc2)n1,4.4,4.6,0.9,-2.2,4.6,7.8,-0.9,1.6,-1.5
COCc1nc(-c2cc(Br)ccc2OC)no1,2.9,4.1,0.7,4.2,6.2,-6.0,2.2,42.3,2.8
O=C(NCCOc1ccccc1)C1CCC(=O)N(CCCN2CCCC2=O)C1 (configuration not stated),5.9,-6.7,2.0,4.8,-3.0,6.5,-1.8,2.9,-4.0
CCNc1ccc(C(=O)OCC(=O)NC(=O)NCC(C)C)cc1[N+](=O)[O-],3.7,0.1,-1.2,2.1,-0.3,1.9,3.0,-0.6,0.7
Cc1ccc(C(=O)c2ccccc2C(=O)O)cc1C,3.1,-0.2,0.7,10.6,1.2,-3.3,0.3,2.5,-0.9
CCCCn1c(N)c(N(CC(C)C)C(=O)c2oc3ccc(Br)cc3c2C)c(=O)[nH]c1=O,-8.8,17.9,-1.1,-12.9,-3.2,4.5,-0.3,1.9,-4.2
COc1cc(NC(=O)c2ccco2)c(OC)cc1NC(=O)CSc1nnc(-c2cccs2)n1C,3.3,9.9,-1.4,6.4,0.9,-2.6,7.4,5.3,-0.2
CCn1c(SCc2cccc(F)c2)nnc1-c1cccnc1,0.9,7.7,-0.5,7.6,0.1,9.2,3.2,13.7,-6.3
Cc1ccc(NC(=O)C(Nc2cccc(C)c2)c2ccccc2)cc1 (configuration not stated),-14.0,1.1,0.0,-20.6,-1.3,0.0,-4.3,3.9,5.2
COc1ccc(-c2ccc(-c3noc(-c4cccc(OC)c4)n3)c(OC)n2)cc1,-5.3,-1.0,0.6,-7.4,-2.7,8.8,2.5,0.0,0.7
c1ccc(C2CC(c3ccccc3)n3c(nc4ccccc43)N2)cc1 (configuration not stated),4.4,-1.5,2.7,4.4,5.4,4.9,-3.6,2.3,-1.6
C[C@H](CO)N1C[C@H](C)[C@@H](CN(C)S(=O)(=O)c2ccccc2)Oc2c(NC(=O)CCC(F)(F)F)cccc2C1=O,x,-0.3,x,x,x,-1.3,2.1,1.0,x
O=c1oc(CCCO)cc2ccccc12,x,-1.0,x,x,x,4.3,-7.2,-1.3,x
COC(=O)c1ccc(N2CCOCC2)c(NC(=O)c2ccco2)c1,-1.7,-3.9,0.0,-6.6,1.4,-2.1,4.7,1.9,8.3
O=C(NCc1ccc(F)cc1)Nc1cccc([N+](=O)[O-])c1,-0.6,-0.4,-0.9,-2.9,2.0,5.7,10.7,2.4,4.0
CN(Cc1ccccn1)Cc1nc(-c2ccc(Cl)cc2)no1,6.2,-3.4,-1.6,9.7,-3.0,4.1,3.8,20.4,0.4
CSC1=N/C(=C\c2ccc(Cl)cc2)C(=O)N1N(C)C,2.7,-0.3,0.8,-0.7,2.5,2.8,5.9,38.5,1.9
CCCCC(=O)Nc1ccc(NC(=O)c2ccc3c(c2)OCO3)cc1OC,3.6,4.9,1.9,2.5,3.5,1.6,5.5,13.2,3.5
Cc1cccc(NC(=O)C2CC(=O)N(Cc3ccccc3)C2)n1 (configuration not stated),5.9,-2.1,3.0,-1.6,-0.8,2.4,0.4,4.3,-6.2
O=C1N(Cc2cccnc2)C[C@@H]2C[C@@H](c3cccc(C(F)(F)F)c3)N3CCC[C@@]123,4.4,5.2,-0.3,5.5,3.4,1.9,-0.1,1.1,-2.3
CCOC(=O)c1csc(NC(=O)CSc2nnnn2-c2ccc(OC)c(OC)c2)n1,4.9,0.2,-1.4,5.5,-6.3,3.9,6.6,1.7,-5.8
Oc1ccccc1CNCC12CC3CC(CC(C3)C1)C2,4.5,5.6,-0.4,-0.1,4.0,2.6,5.5,1.1,-6.0
NS(=O)(=O)c1ccc(CCNC(=O)c2ccc(Cl)c(S(=O)(=O)NCc3ccco3)c2)cc1,x,0.5,x,x,x,-2.6,6.0,-1.9,x
CC(C)n1cc(CN2CCCC(CNS(=O)(=O)c3cccc4cccnc34)C2)cn1 (configuration not stated),3.9,-4.9,1.6,4.1,-1.6,-0.5,2.1,-0.4,-5.0
CCOc1ccc(Cn2nnc(C(=O)NCc3ccccc3)c2N)cc1,3.1,4.7,0.7,-0.3,1.2,-2.9,3.4,2.9,1.1
NC(=O)NC(=O)CSc1cccc(C(F)(F)F)c1,-0.7,6.9,1.5,7.9,-0.4,0.4,2.0,0.7,2.3
O=C(NCc1cccnc1)c1ccccc1-c1ccccc1,1.6,-6.4,-0.1,-1.1,1.6,1.5,-0.6,-1.8,-0.7
Cc1cc(C)n(-c2ccc(C(=O)OCc3nnc(-c4ccccc4)o3)cc2)n1,5.2,5.6,-0.4,-7.7,0.7,-6.9,0.1,-0.8,0.7
C=CCN(Cc1nc(-c2ccccc2)no1)C(=O)c1ccco1,-2.7,-2.2,0.3,6.2,5.0,9.6,1.7,0.1,-0.4
O=C(/C(N=Nc1cccc([N+](=O)[O-])c1)=C(/O)c1ccc(Br)cc1)C(F)(F)F,4.0,6.7,-0.4,4.7,10.2,0.4,x,2.5,17.3
CCC(C)C(=O)Nc1nnc(SCC(=O)Nc2ccc(F)cc2)s1 (configuration not stated),2.0,-7.1,-2.2,2.6,4.8,-9.2,5.2,0.5,2.7
CCC1CCCCN1Cc1ccc(CNC(=O)CCc2nnc3ccc(N4CCCCC4)nn23)o1 (configuration not stated),3.4,10.5,0.1,7.9,-2.6,2.1,-0.2,-0.7,5.5
COc1cc(CC(CC(=O)O)CC(C)OCc2ccccc2)cc(OC)c1 (configuration not stated),3.8,-2.2,0.1,9.8,2.3,-9.0,2.9,2.4,4.0
NC(N)=NS(=O)(=O)c1ccc(N/C=C/C(=O)c2ccc(Cl)c(Cl)c2)cc1,-5.2,8.3,-13.3,-4.8,-14.0,2.8,-1.7,-6.2,-9.3
COCCCNCCCCOc1ccc(Br)cc1Cl,9.7,6.2,-3.2,6.3,4.5,-1.8,4.1,1.6,0.9
COc1ccccc1-c1ccc(SCC(=O)Nc2cc(C)on2)nn1,3.1,0.4,-0.1,1.8,-1.2,7.7,-1.2,0.3,6.3
COc1cccc(N(C(C)=O)c2nc(C)cc(C)c2C#N)c1,2.1,0.2,1.3,-0.9,-0.8,-4.0,1.4,8.9,-2.5
Cc1nnc(-n2cnc3ccccc32)c2ccccc12,5.3,-2.6,-2.0,5.2,1.8,-1.2,-1.4,3.5,-1.1
CC(=O)c1ccc(NC(=S)NCCc2cccc(Cl)c2)cc1,1.5,-1.9,0.5,8.5,-7.8,0.7,2.4,-2.2,0.3
Nc1ncc(Br)cc1S(=O)(=O)Nc1ccccc1F,7.3,8.3,1.0,-0.2,-0.8,4.4,1.5,0.6,4.5
O=C(C/C=N/OCc1c(Cl)cccc1Cl)c1ccccc1,2.6,0.4,2.4,-3.3,-2.9,-1.3,3.8,14.3,2.3
COC(=O)c1cc2ccc(OC)c(OC)c2c(=O)s1,2.0,2.6,1.1,-0.6,1.2,1.7,-3.7,-1.5,0.7
CC(NC(=O)c1cc(F)c(F)cc1Cl)c1ccncc1 (configuration not stated),4.1,3.2,2.1,-0.2,0.6,-2.5,3.4,0.7,-1.9
